# Vif-A3F inh: qHTS for Inhibitors of Vif-A3F Interactions: qHTS | HeLa A3F-eYFP + Vif (tagged APOBEC3F with the HIV-1 protein that degrades it), YFP fluorescence increase | Potency, µM (titrated, usually from 46.1 µM), for inactives: at the top dose activity, negative = active | 390,000 compounds, 0.2% hits | AID 602313, 2012; also: potency is read from the fitted curve at half-maximal effect; % of control where 0% means no effect; nearly all actives have a fitted effect of over 65% in size
#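 HeLa cells stably expressing Vif plus C-terminally eYFP-tagged A3F were seeded, incubated overnight at 37 deg C, dosed with compound, incubated overnight again at 37 deg C. Yellow fluorescence (Ex 488/Em 500-530) reported blocked Vif-mediated A3F-eYFP degradation.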
# Vif-A3G inh: qHTS for Inhibitors of Vif-A3G Interactions: qHTS. 410,000 compounds, 0.076% hits. HeLa A3G-eYFP + Vif (tagged APOBEC3G with the HIV-1 protein that degrades it), YFP fluorescence, overnight. DNA dC->dU-editing enzyme APOBEC-3G (Homo sapiens), Q9HC16. Potency, µM (series often up to 46.1 µM), without a hit: top-dose activity, negative = active, most hits filed as inhibitors. AID 602310, 2012;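 also: potency is read from the fitted curve at half-maximal effect; % is scaled to controls: 0 for no effect and ±100 for the full control effect; nearly all actives have a fitted effect of over 60% in size; hits raise eYFP signal because A3G escapes Vif-driven loss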
#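 Read-out is eYFP fluorescence (Ex 488/Em 500-530) from Vif-expressing HeLa A3G-eYFP cells; more signal means A3G escaped Vif-mediated degradation. Cells plated overnight, compound pinned in, incubated overnight at 37 deg C.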
# RGS4 inhibitor: Inhibitors of Regulator of G Protein Signaling (RGS) 4: qHTS; Transcreener GDP fluorescence polarization, RGS4-accelerated GTP hydrolysis; Potency, µM (highest dose often 114 µM), without a hit: at the top dose activity change, negative = inhibition, hits mostly inhibitors; 390,000 compounds, 0.039% hits; AID 504845, 2011; also: potency is read from the fitted curve at half-maximal effect; % is scaled to controls: 0 for no effect and ±100 for the full control effect; nearly all actives have a fitted effect of over 75% in size; some results filed as inactive show a strong effect at the top dose
#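 MLSMR compounds (23 nl, pin-transferred) preincubated 10 min at room temperature with a 500nM (2x) first reagent, then RGS4 at 900nM (2x) plus Transcreener GDP mix added; fluorescence polarization (620/688 nm) read before and after 90 min at 30 °C.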
# TrxR1 inh: qHTS Assay for Inhibitors of Mammalian Selenoprotein Thioredoxin Reductase 1 (TrxR1): qHTS. 390,000 compounds, 1% hits. Thioredoxin reductase 1, cytoplasmic (Rattus norvegicus), O89049. recombinant rTrxR1, NADPH fluorescence consumption, selenite substrate. Potency, µM (doses to about 114 µM), inactives show at the highest dose activity change, negative = inhibition, hits mostly inhibitors. AID 588453, 2011; also: potency is read from the fitted curve at half-maximal effect; % is scaled to controls: 0 for no effect and ±100 for the full control effect; nearly all actives have a fitted effect of over 65% in size
# Target sequence (O89049 whole entry, looked up): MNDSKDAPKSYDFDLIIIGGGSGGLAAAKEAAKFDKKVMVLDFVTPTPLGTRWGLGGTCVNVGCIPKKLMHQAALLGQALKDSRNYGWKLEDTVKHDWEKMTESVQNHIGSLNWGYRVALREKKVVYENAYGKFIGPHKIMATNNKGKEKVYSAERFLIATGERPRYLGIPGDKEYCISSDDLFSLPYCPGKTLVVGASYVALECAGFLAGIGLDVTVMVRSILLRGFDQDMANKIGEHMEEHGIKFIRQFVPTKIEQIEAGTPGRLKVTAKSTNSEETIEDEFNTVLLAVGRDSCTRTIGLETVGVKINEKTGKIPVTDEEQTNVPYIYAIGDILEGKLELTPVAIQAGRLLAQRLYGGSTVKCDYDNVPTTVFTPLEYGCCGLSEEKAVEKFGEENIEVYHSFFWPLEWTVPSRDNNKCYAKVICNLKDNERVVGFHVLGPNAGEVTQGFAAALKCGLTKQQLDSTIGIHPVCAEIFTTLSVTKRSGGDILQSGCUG
#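 Rat TrxR1 (90 nM in the dispensed reagent) was pre-reduced with 400 uM NADPH for 5 min at room temperature, then incubated with compound for 15 min. After 400 uM selenite was added, NADPH fluorescence (Ex 340/Em 450 nm) was followed for 8 min.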
# USP1 inh: Inhibitors of USP1/UAF1: Primary Screen | Ubiquitin carboxyl-terminal hydrolase 1 (Homo sapiens), O94782 | recombinant USP1/UAF1, Ub-Rhodamine cleavage fluorescence | Potency, µM (titrated, usually from 57.1 µM), for inactives: at the top dose activity change, negative = inhibition, most hits filed as inhibitors | 390,000 compounds, 0.23% hits | AID 743255, 2014; also: potency is read from the fitted curve at half-maximal effect; % is scaled to controls: 0 for no effect and ±100 for the full control effect; nearly all actives have a fitted effect of over 60% in size; inactives centre near -12
#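 Step one: compound is pinned into 1nM USP1/UAF1 in HEPES pH 7.8 buffer with TCEP. Step two: 15 min room-temperature incubation. Step three: Ub-Rho (150nM final) starts cleavage, tracked by fluorescence over six one-minute reads.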
# mIDH1 inhibitor: qHTS for Inhibitors of mutant isocitrate dehydrogenase 1 (IDH1): qHTS; IDH1-R132H enzyme, NADPH consumption, diaphorase/resazurin fluorescence; AID 602179, 2012; 390,000 compounds, 0.093% hits; Potency, µM (titrated, usually from 76.6 µM), inactives show at the top dose activity change, negative = inhibition, usual class: inhibitors; also: potency is read from the fitted curve at half-maximal effect; % is scaled to controls: 0 for no effect and ±100 for the full control effect; nearly all actives have a fitted effect of over 65% in size
# Target sequence (O75874 whole entry R132H, stated change not applied): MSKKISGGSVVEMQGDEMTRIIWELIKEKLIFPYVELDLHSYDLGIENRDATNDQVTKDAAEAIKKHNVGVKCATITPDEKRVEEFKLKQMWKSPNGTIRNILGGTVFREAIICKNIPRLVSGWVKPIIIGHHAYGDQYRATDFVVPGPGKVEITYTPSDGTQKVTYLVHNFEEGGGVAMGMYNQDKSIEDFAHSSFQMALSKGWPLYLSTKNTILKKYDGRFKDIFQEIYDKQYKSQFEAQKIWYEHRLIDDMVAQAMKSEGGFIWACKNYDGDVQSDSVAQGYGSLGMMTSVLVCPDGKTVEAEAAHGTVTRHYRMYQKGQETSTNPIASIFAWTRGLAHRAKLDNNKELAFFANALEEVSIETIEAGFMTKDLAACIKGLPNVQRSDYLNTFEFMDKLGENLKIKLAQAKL
#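 IDH1-R132H (0.5 ug/mL) preincubated 30 min with compound, then NADPH (0.016 mM) and alpha-KG (2 mM) added; 80 min at RT, pH 7.5. Remaining NADPH coupled via diaphorase/resazurin to fluorescence (540/590 nm); concentration-response curves normalized to no-enzyme control.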
# TrxR1 substrate: qHTS Assay for Substrates of Mammalian Selenoprotein Thioredoxin Reductase 1 (TrxR1): qHTS. Thioredoxin reductase 1, cytoplasmic (Rattus norvegicus), O89049. purified TrxR1 substrate turnover, NADPH consumption readout. Potency, µM (highest dose often 114 µM), inactives show at the highest dose activity change, negative = substrate turnover. 390,000 compounds, 0.01% hits. AID 588456, 2011; also: potency is read from the fitted curve at half-maximal effect; % is scaled to controls: 0 for no effect and ±100 for the full control effect; nearly all actives have a fitted effect of over 50% in size
#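 Rat TrxR1, dispensed at 90 nM, was prereduced with 400 uM NADPH (final) for 5 min at ~22 deg C, then incubated with compound 15 min before 400 uM selenite. A first-read NADPH fluorescence drop versus no-compound background flagged substrates.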
# LDHA inh: qHTS assay for inhibitors of human lactate dehydrogenase. activity change, % (values are at about 110 or 230 µM). AID 1347041, 2019. 480,000 compounds, 0.15% hits. purified LDHA, NADH/diaphorase-resazurin fluorescence; hits give low values. L-lactate dehydrogenase A chain (Homo sapiens), P00338; in the data active = activity change below about -30%; inconclusive = mostly about -25% to -30%;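 also: plate controls were DMSO wells for no effect and wells without enzyme for full effect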
#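 Human LDH5 at 2 nM final in Tris HCl pH 7.4 with 0.06 mM NADH and 0.2 mM pyruvate, reacted 5 minutes at room temperature. Remaining NADH coupled via diaphorase/resazurin; resorufin fluorescence read at 0 and 20 minutes, normalized to enzyme-free and DMSO wells.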
# GRP78 ERSR act: qHTS for Inducers of the Endoplasmic Reticulum Stress Response (ERSR) in Human Glioma: qHTS; U87-MG GRP78 promoter luciferase reporter, 16 h; Potency, µM, for inactives: at the highest dose activation, hits mostly activators; 420,000 compounds, 0.02% hits; AID 602332, 2012; also: potency is read from the fitted curve at half-maximal effect; series mostly up to about 76 µM; % of control where 0% means no effect; nearly all actives have a fitted effect of over 35% in size
#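 ERSR induction read as luciferase luminescence (Bright-Glo, 10 min at room temperature) in stably transfected human U87-MG glioma cells exposed to compounds for 16 h, using GRP78 as sensor.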
# An asterisk follows results filed as active; ? = inconclusive; . = not tested or not shown; & = joins results of further samples; [ ] = dose if it differs, or a comment. Unless noted, calls follow the shape of the dose curve; as a rule, active = well fitted curve in the direction sought with a large enough effect; inconclusive = small, poorly fitted or top-dose-only effect, or another doubt; inactive = no such curve, though single readings can be large; an effect the other way counts as inactive or inconclusive. Some of the compounds tested, so the mix of outcomes need not match the whole.
SMILES,Vif-A3F inh,Vif-A3G inh,RGS4 inhibitor,TrxR1 inh,USP1 inh,mIDH1 inhibitor,TrxR1 substrate,LDHA inh,GRP78 ERSR act
COCCN1C(=O)c2[nH]nc(-c3cc(C)ccc3O)c2C1c1ccc(C(C)C)cc1 (stereo unspecified),1%,-10%,9%,13%,-17%,?,-3%,2,-8%
COC(=O)[C@@]1(Cc2ccccc2)[C@H]2C(=O)N(C)C(=O)[C@H]2[C@H]2CN(C)C(=NCc3ccccc3)N21,-4%,1%,-2%,3%,-11%,-9%,0%,-7,0%
Nc1nc(Cl)cc(-c2ccccc2)n1,-12%,3%,0%,21%[57.1 µM],-7%,-3%,13%,-6,0%
O=C(C1=NNCC1c1ccccc1)C1CO1 (stereo unspecified),-29%,-1%,-15%,-27%,-10%,5%,-8%,-8,-1%
COc1ccc(-n2nc(C(=O)NCC(=O)N3CCOCC3)c3ccccc3c2=O)cc1Cl,5%,1%,17%,21%,-19%,-3%,8%,-5,0%
Cc1c(NC(=O)CSc2cccc3cccnc23)c(=O)n(-c2ccccc2)n1C,-1%,-7%,-26%,27%,-22%,0%,13%,-5,-2%
CCOCCCNC(=O)c1ccc2c(c1)OCO2,13%,1%,-2%,-2%[57.1 µM],-9%,0%,2%[57.1 µM],-2,-2%
O=C(O)/C(=C\c1cccs1)c1ccc(F)cc1,-22%,-2%,15%,27%,-20%,-3%,2%,1,-3%
O=C(Nc1ccc(N2CCN(C(=O)c3ccco3)CC2)cc1)c1ccco1,-16%,-1%,17%,9%[57.1 µM],-5%,5%,8%,-3,-4%
Cc1cc(C)cc(OC(=O)CN2C(=O)c3ccccc3C2=O)c1,3%,-1%,-7%,6%[57.1 µM],-16%,6%,4%[57.1 µM],-8,-2%
COc1cc(OC)c(-c2nc3cnccc3n2C)cc1OC,-15%,-4%,22%,20%,-17%,0%,6%,-2,0%
COc1cc(OC)c(NC(=O)C(C)n2c(=O)cc(-c3ccccc3)c3c(C)nn(C)c32)cc1Cl (stereo unspecified),-4%,-1%,27%,32%[57.1 µM],-6%,-16%,1%[57.1 µM],-7,-3%
C=CCSc1nnc(CNC(=O)c2ccccc2C)n1C(C)C,1%,3%,-3%[11.4 µM],32%,-19%,13%,8%,3,-1%
CCOC(=O)c1sc2nc(C)nc(Nc3ccc(OC)cc3)c2c1C,-1%,-4%,2%,1%[57.1 µM],-10%,6%,20%,-5,-4%
CN(CCN1CCc2ccccc2C1)Cc1nc(Cc2ccccc2F)no1,3%,4%,-19%,15%[57.1 µM],-11%,5%,3%,-5,-5%
COc1ccc(CCNc2nc3ccc(C)cc3n3cnnc23)cc1OC,-7%&-1%,-1%&0%,0%&16%,9%&17%,-4%&-30%,-4%&0%,8%&13%,-8&-4,2%&0%
Oc1cc2ccccc2cc1-c1n[nH]c(=S)n1Cc1ccco1,4%,0%,-29%,?,-11%,6%,1%,2,8%
COc1ccc(C2C(C(=O)Nc3cccnc3)=C(C)Nc3nc(-c4cccs4)nn32)cc1OC (stereo unspecified),0%,0%,-4%,4%[57.1 µM],1%,-2%,6%[57.1 µM],-3,-4%
Cc1cccc(N(C)S(=O)(=O)c2nnc(NC(=O)C(C)(C)C)s2)c1,1%,2%,-4%,15%[11.4 µM],-8%,12%,3%,3,-2%
COc1cc2c(cc1OC)CN(C(=O)c1cccc(S(=O)(=O)N(C)C)c1)CC2,-3%,0%,10%,5%,-2%,2%,1%,-2,-1%
Cn1nnc2c[n+](CC(=O)c3ccc(Cl)cc3)cc(Br)c21,?,?,-2%,?,?,9%,6%,17,-2%
COC(=O)CN1C(=O)CC(C)(C)Sc2ccccc21,1%,-3%,-10%,-5%,-6%,-4%,0%,1,1%
CCCCNC(=O)[C@@H]1CC=C[C@@H]2CCN(C3CCCCC3)C(=O)[C@@H]21,.,3%,.,0%,.,.,-26%,.,-4%
Cc1ccc(NC(=O)C2CCCN2S(=O)(=O)c2cccc3nsnc23)c(C)c1 (stereo unspecified),1%,2%,-21%,14%,?,-9%,-4%,-9,-3%
COc1cc(OC)cc(C(=O)Nc2ccc3c(c2)OCCO3)c1,0%&10%,-1%&-1%,-16%&-35%,5%&5%,-16%&-12%,0%&-2%,7%&-3%,1&-9,4%&1%

# Remaining list, next part.
SMILES,Vif-A3F inh,Vif-A3G inh,RGS4 inhibitor,TrxR1 inh,USP1 inh,mIDH1 inhibitor,TrxR1 substrate,LDHA inh,GRP78 ERSR act
Cc1cccc(C(=O)NN(C)c2nc(-c3ccccc3)nnc2C(F)(F)F)c1,0%,-9%,25%,13%,-11%,-3%,-1%,-14,-4%
O=C(Nc1ccc(Cl)c(C(F)(F)F)c1)C1CCCN(S(=O)(=O)c2cnc[nH]2)C1 (stereo unspecified),-7%,-2%,8%,-4%[57.1 µM],-16%,5%,0%[57.1 µM],-3,-3%
Cc1cc(CNC(=O)c2cccc([N+](=O)[O-])c2C)c2ccccc2n1,-10%,2%,-24%,12%[57.1 µM],-17%,3%,7%[57.1 µM],-6,-6%
CCC(CO)Oc1cc(NCc2ccccc2Cl)c2ncn(C(C)C)c2c1 (stereo unspecified),-3%,-8%,-41%,-3%[57.1 µM],-19%,-30%,7%[57.1 µM],15,-1%
COc1ccc2c(c1)CC(C(=O)NCCc1ccc(S(N)(=O)=O)cc1)CO2 (stereo unspecified),0%,-3%,-5%,17%[57.1 µM],1%,12%,5%[57.1 µM],8,-2%
Cc1ccc(NC(=O)c2ccc(NS(=O)(=O)c3c(C)noc3C)cc2)cc1C,6%,-3%,-3%,-3%,-16%,-2%,-8%,-11,0%
CN1C(=O)c2ccc(Oc3ccccc3)cc2C1=O,-10%,-1%,10%,26%[57.1 µM],-8%,6%,4%[57.1 µM],-9,-1%
Nc1nc(SCC(=O)N2CCc3ccccc3C2)[nH]c(=O)c1-c1ccccc1,0%,4%,-37%,12%,-23%,-21%,5%,-2,-5%
CS(=O)(=O)NCc1nnc(SCc2ccccc2C(F)(F)F)o1,1%,-5%,29%,9%,-5%,0%,9%,1,4%
Cc1cccc(N2CCN(C(=O)c3cccn4c(=O)c5cc(Cl)ccc5nc34)CC2C)c1 (stereo unspecified),0%,0%,-4%,10%[57.1 µM],?,-16%,-2%[57.1 µM],1,-5%
COc1cccc(CN(C)C(=O)CCC(=O)c2cc(Br)ccc2OC)c1,9%,-4%,6%,3%,-22%,-7%,1%,-4,0%
CN(Cc1ccccc1)C(=O)COC(=O)c1ccc(Cl)cc1N,-7%,0%,1%,21%[57.1 µM],-4%,11%,14%[57.1 µM],-1,13%
CSc1nc(-c2ccc(F)cc2)nc2c1Cc1c(CO)cnc(C)c1O2,-3%,0%,-7%,21%,-1%,-10%,7%,-2,-4%
NS(=O)(=O)c1cccc(NC(=O)c2cc(-c3cccs3)nc3ccccc23)c1,8%,-4%,-26%,5%,-9%,-4%,35%[activator],-2,-2%
O=C1CCN(Cc2ccc(Br)cc2)CCN1[C@H](CO)Cc1ccccc1,-6%,5%&-3%,-5%,5%[57.1 µM],-5%,3%,7%[57.1 µM],-2,-4%&-2%
O=C(O)CSc1nnc(COc2ccccc2)n1-c1ccccc1,-5%,-4%,-12%,20%,-21%,2%,5%,-6,0%
O=C(c1ccc(-c2ccccc2)cc1)C1CCCN(C(=O)c2cncs2)C1 (stereo unspecified),7%,0%,-26%,34%[57.1 µM],-8%,12%,11%[57.1 µM],-8,3%
CCOC(=O)c1cnn(-c2ccc(F)cc2)c1N,5%,4%,17%[11.4 µM],5%,-19%,8%,4%,-10,-1%
O=C(O)c1ccc(N=Nc2c(O)[nH]c3cc(Cl)ccc23)cc1,2%,?,-27%,-14%,-18%,7%,-12%,-6,-4%
Cc1ccccc1OCCCN1C(=O)C(=O)c2cccc(C)c21,?,-10%,?,5%,-20%,-25%,-8%,5,1%
COc1ccc(OC)c(-c2cc(C(=O)N3CCc4ccccc4C3)no2)c1,-17%,8%,15%,13%,?,-5%,12%,3,0%
CCOc1ccc(NC(=O)CN(C)C(=O)c2ccccc2OCc2cccc(C)c2)cc1OCC,2%,-4%,-24%,8%,-5%,6%,-2%,1,-2%
NNC(=O)Cn1nc(Cc2ccccc2)n(N)c1=O,-17%,-1%,9%,-6%,-4%,5%,-3%,-2,-3%
